Bioassay records from PubChem BioAssay.
KCNQ2 inh – KCNQ2 potassium channel inhibitors, primary screen, cell-based, CHO-K1, FluxOR thallium flux, B-score (AID 2156). 20 min; active compounds read low. 310,000 compounds, 1.1% hits. O88943. B-score at 10 µM;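 active means fluorescence ratio B-score at most minus 3 library SDs, with starting brightness B-score within 2 library SDs, cut at about -5.5 in these data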
STK33 inh – human STK33 kinase inhibition; purified STK33, MBP phosphorylation, ADP-Glo luminescence; inhibition, % at 10 µM; 320,000 compounds, 0.073% hits; Q9BYT3; AID 2661;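 active means inhibition at or above 25%, using the most active replicate where run in duplicate; inactive means inhibition below 25%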
Target sequence (Q9BYT3 whole entry, looked up): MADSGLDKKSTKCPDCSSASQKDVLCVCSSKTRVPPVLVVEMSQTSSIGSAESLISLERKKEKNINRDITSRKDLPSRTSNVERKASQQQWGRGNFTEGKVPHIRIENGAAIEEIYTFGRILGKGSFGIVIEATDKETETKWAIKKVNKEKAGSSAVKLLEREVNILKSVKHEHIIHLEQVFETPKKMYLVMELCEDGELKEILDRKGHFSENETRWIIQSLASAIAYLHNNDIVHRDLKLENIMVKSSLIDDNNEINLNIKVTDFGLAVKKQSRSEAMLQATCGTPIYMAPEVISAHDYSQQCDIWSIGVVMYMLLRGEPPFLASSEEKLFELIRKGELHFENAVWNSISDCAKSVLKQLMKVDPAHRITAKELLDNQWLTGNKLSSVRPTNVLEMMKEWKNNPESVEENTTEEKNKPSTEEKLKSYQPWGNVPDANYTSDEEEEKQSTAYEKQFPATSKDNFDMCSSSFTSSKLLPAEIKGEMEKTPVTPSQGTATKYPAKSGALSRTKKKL
OX1R antag – antagonists of human orexin 1 receptor (OX1R). O43613. OX1R-expressing cells, FRET antagonist read-out. inhibition, % at 6.6 µM. 330,000 compounds, 1.8% hits; in the data active means inhibition mostly above about 38%, no sharp cut-off; inactive means mostly below about 40%;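 further: 0% = agonist challenge alone and 100% = reference antagonist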
Target sequence (O43613 whole entry, looked up): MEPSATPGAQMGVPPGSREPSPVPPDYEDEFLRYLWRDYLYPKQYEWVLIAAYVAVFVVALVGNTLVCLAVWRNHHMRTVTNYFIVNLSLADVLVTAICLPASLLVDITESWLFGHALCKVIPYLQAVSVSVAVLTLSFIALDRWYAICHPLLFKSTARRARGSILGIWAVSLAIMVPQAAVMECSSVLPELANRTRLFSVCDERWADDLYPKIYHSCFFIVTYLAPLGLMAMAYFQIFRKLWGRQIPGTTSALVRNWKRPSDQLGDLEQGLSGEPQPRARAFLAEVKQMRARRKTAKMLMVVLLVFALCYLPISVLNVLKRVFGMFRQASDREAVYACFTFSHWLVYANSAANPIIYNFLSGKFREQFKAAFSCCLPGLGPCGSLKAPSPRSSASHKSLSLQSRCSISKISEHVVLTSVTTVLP
* hit, by the source's call; i = inactive; nt = not tested or not shown.

Screens in order: KCNQ2 inh	OX1R antag	STK33 inh
> C(=N\N=C\c1cccnc1)/c1cccnc1
 : i	16	-1.1
> CC(C)(C)[C@@H]1COC(=O)[C@@H](NC(=O)OCC2c3ccccc3-c3ccccc32)C/C=C\C[C@@H](CC(=O)NCCO)C(=O)N1
 : nt	17	-0.3
> Cc1nc2cc(S(=O)(=O)N(C)C)ccc2n1-c1ccccc1
 : i	3	-0.6
> Cc1ccc(S(=O)(=O)/N=C(\Nc2cc(C)on2)c2ccc(Cl)cc2)cc1
 : i	12	-2.5
> CN1c2ccccc2C(=O)C(=C2SCCCS2)S1(=O)=O
 : i	9	2.8
> COc1ccccc1-c1nnc(SC(C)C(=O)Nc2ccc(C(N)=O)cc2)o1 (stereo not given)
 : i	14	0.3
> Cc1ccccc1N/C(SCc1cccc(Br)c1)=C(/C#N)C(N)=O
 : i	17	-0.6
> CC1CC(=O)N(c2ccc(C(C)C)cc2)C(=O)C1
 : i	-2	-1.1
> O=[N+]([O-])c1ccccc1/C=N/Nc1nnc(-c2ccccc2)c(-c2ccccc2)n1
 : i	18	0.1
> O=C(Nc1ccnn1C1CCN(C(=O)c2c(F)cccc2F)CC1)C1CC1
 : i	-5	-1.4
> O=C1C2C(C(=O)N1/N=C/c1cc([N+](=O)[O-])c(O)cc1O)C1C=CC2C12CC2 (stereo not given)
 : i	32	-1.9
> CCCNC(=O)Cn1cnc2sc(C(=O)N3CCN(c4ccc(F)cc4)CC3)c(C)c2c1=O
 : i	9	-0.3
> COc1ccc(C)cc1NC(=O)n1ncc2c(C)cccc21
 : i	1	0.0
> O=C(NC1CCN(C(=O)Nc2ccc(F)cc2)CC1)c1ccc(F)cc1
 : i	20	0.1
> O=C(NNC(=S)NC1CCCCC1)c1ccc(Cl)s1
 : i	11	0.0
> CS(=O)(=O)CCC(C(=O)OCC(=O)c1ccc(Cl)cc1)N1C(=O)c2ccccc2C1=O (stereo not given)
 : i	12	-1.2
> O=C(OCCCN=C1NS(=O)(=O)c2ccccc21)c1ccc([N+](=O)[O-])cc1
 : i	51*	-4.2
> [N-]=[N+]=CC(=O)C(c1ccccc1)(c1ccccc1)c1ccccc1
 : i	5	0.1
> COc1ccc2nc(SCC(=O)N(C)C3CCCCC3)[nH]c2c1
 : nt	1	-2.6
> CC(C)Cn1c(SCc2nc3ccccc3c(=O)[nH]2)nc2ccccc2c1=O
 : i	11	-2.1

OX1R antag: entries above that show a hit.
Screens in order: KCNQ2 inh	OX1R antag	STK33 inh
> O=C(OCCCN=C1NS(=O)(=O)c2ccccc21)c1ccc([N+](=O)[O-])cc1
 : i	51*	-4.2

The listing continues:
Screens in order: KCNQ2 inh	OX1R antag	STK33 inh
> Cc1n[nH]c(=S)n(NC(=O)CC(=O)Nn2c(=S)[nH]nc(C)c2=O)c1=O
 : i	5	-3.0
> O=C(NC1CCCC1)c1cc(-c2ccccc2O)on1
 : i	2	-0.2
> CCCOc1ccc(/C=c2\sc3nc(-c4ccco4)nn3c2=O)cc1OCC
 : i	28	-1.1
> COc1cc2ccccc2cc1C(=O)NC1CCCC1
 : nt	11	3.1
> CCc1nnc2n1N=C(c1ccc(OC)cc1)CS2
 : i	12	10
> COc1cccc(/C=N/NC(=O)NC23CC4CC(CC(C4)C2)C3)c1O
 : i	9	-1.2
> CCn1c(SCC(N)=O)nnc1-c1cc2c(C)nn(-c3ccccc3)c2s1
 : i	8	-0.6
> CC(=O)c1ccc(S(=O)(=O)NCC(=O)Nc2nc3ccccc3[nH]2)cc1
 : nt	3	0.2
> Cc1ccccc1OCC(=O)Nc1ccc(C(=O)Nc2ccccc2C(=O)O)cc1
 : i	12	0.5
> O=C(COC(=O)c1cc(=O)[nH]c2ccccc12)NCc1ccccc1
 : nt	4	1.2
> Cc1ccn(-c2cccc(-n3ccc(C)n3)n2)n1
 : i	5	-1.5
> N#C/C(=C\c1ccc(O)cc1)C(=O)NCc1ccccc1
 : i	16	9.4
> CCOC(=O)C1=C(C)NC(C)=C(C(=O)OCC)C1C(=O)OCC(=O)NC1CCCCC1
 : nt	15	-1.2
> NS(=O)(=O)c1cccc(NC(=O)COC(=O)c2cc([N+](=O)[O-])ccc2N2CCCC2)c1
 : nt	15	-1.1
> Cc1ccc(NC(=O)/C=C/c2ccco2)cc1S(=O)(=O)N1CCCCCC1
 : i	13	-2.3
> O=C(CSc1nnc2n1CCCCC2)Nc1ccc(N2CCOCC2)cc1
 : i	15	-2.4
> CCCOc1ccc(C2=CSC3=NCCN23)cc1
 : i	3	-1.2
> O=C1SCCc2c1n(Cc1ccccc1)c1ccccc21
 : i	20	-2.3
> C=CCn1c(O)c(C=Nc2ccc(Cc3ccncc3)cc2)c(=O)[nH]c1=S
 : i	28	0.2
> Cc1nnsc1C(=O)N/N=C/c1ccccc1Cl
 : i	4	-1.6

Given field by field: entries from further up.
canonical_smiles: COc1cccc(/C=N/NC(=O)NC23CC4CC(CC(C4)C2)C3)c1O
  KCNQ2 inh = i	OX1R antag = 9	STK33 inh = -1.2

canonical_smiles: CCn1c(SCC(N)=O)nnc1-c1cc2c(C)nn(-c3ccccc3)c2s1
  KCNQ2 inh = i	OX1R antag = 8	STK33 inh = -0.6

(cont.)
Screens in order: KCNQ2 inh	OX1R antag	STK33 inh
> Cc1cc(C)c(NC(=O)CSc2nc(=O)n3cc(C)ccc3n2)c(C)c1
 : i	4	nt
> CC(Sc1ncnc2sccc12)C(=O)Nc1ccc(S(N)(=O)=O)cc1 (stereo not given)
 : nt	10	0.4
> CCCC(=O)OCC(=O)Nc1cc(Cl)ccc1[N+](=O)[O-]
 : i	59	-0.6
> O=C(CSc1nnc(-c2cccnc2)o1)Nc1ccc(Br)cc1
 : i	29	-1.0
> COc1ccc(NC(=O)CN2C(=O)c3ccccc3Sc3ccc(C(=O)N4CCOCC4)cc32)c(OC)c1
 : i	19	0.0
> COc1ccc(CN(CC(=O)NCc2ccccc2)C(=O)CCC(=O)Nc2cc(C)ccn2)cc1
 : i	14	0.2
> O=C(c1cccs1)N1CCc2c([nH]c3ccccc23)C1c1ccccn1 (stereo not given)
 : i	13	-0.9
> CC(C)n1cc(CNC(=O)C2CCC(=O)N(Cc3ccccc3F)C2)cn1 (stereo not given)
 : i	-7	-1.0
> COc1cc(NC(=O)CN2CCN(C(=O)C3CCCO3)CC2)c(OC)cc1Cl (stereo not given)
 : i	3	-1.3
> c1cc2c(cc1Oc1nc(N3CCOCC3)nc(N3CCOCC3)n1)OCO2
 : i	14	-0.7
> CN1CCN(C(=O)c2ccc3c(c2)N(C)C(=O)/C(=C/c2cccc(Cl)c2)S3)CC1
 : i	12	0.0
> Cc1nc2ccccc2n1C(=O)N1CCOCC1
 : i	18	-0.7
> COc1cccc(C2CC(C(F)(F)F)n3nc(C(=O)Nc4c(C)n(C)n(-c5ccccc5)c4=O)cc3N2)c1 (stereo not given)
 : i	6	-0.7
> Cc1ccnc(SCc2cc(=O)c(OC(=O)c3ccccc3)co2)n1
 : i	7	-0.3
> COC(=O)c1sc(C(C)(C)C)cc1CS(=O)(=O)c1ccccn1
 : i	0	-0.6
> Cc1ccc(CNC(=O)COC(=O)c2ccc(Cl)c(N)c2)cc1
 : i	21	nt
> CC(=O)N(C)c1ccc(NCc2cc(=O)oc3cc(C)c(O)cc23)cc1
 : i	9	-0.7
> CC(C)N(C(=O)c1nn(C)c2c1CSc1ccccc1-2)C1CCCCC1
 : -8.7*	4	-1.2
> COc1ccc(S(=O)(=O)NC(C)C(=O)NCc2cccnc2)cc1C (stereo not given)
 : i	26	0.8
> C[C@]1(C(=O)O)C=C[C@@H](Cc2ccccc2)N1C(=O)c1ccccc1
 : i	15	-0.4

Individual results from the results shown:
STK33 inh with `C(=N\N=C\c1cccnc1)/c1cccnc1` : -1.1
STK33 inh with `Cc1ccc(S(=O)(=O)/N=C(\Nc2cc(C)on2)c2ccc(Cl)cc2)cc1` : -2.5
OX1R antag with `Cc1nnsc1C(=O)N/N=C/c1ccccc1Cl` : 4
STK33 inh with `O=C1SCCc2c1n(Cc1ccccc1)c1ccccc21` : -2.3
OX1R antag with `N#C/C(=C\c1ccc(O)cc1)C(=O)NCc1ccccc1` : 16
STK33 inh with `CC(=O)N(C)c1ccc(NCc2cc(=O)oc3cc(C)c(O)cc23)cc1` : -0.7

Later entries:
Screens in order: KCNQ2 inh	OX1R antag	STK33 inh
> CC(=NC1CCCCC1)C1=C(O)c2ccccc2C1=O
 : i	12	4.1
> NC(=O)c1ccc[n+](CC(=O)c2ccc(Br)cc2)c1
 : i	23	-1.2
> O=C(Nc1ccccc1)c1ccc(-c2ccccc2C(F)(F)F)o1
 : nt	16	-0.7
> CCOC(=O)COc1cc(O)c2c(=O)cc(-c3ccccc3)oc2c1
 : i	2	1.3
> CN1C(=O)CC2(CC(=O)N(Cc3ccccc3)C2)C1=O (stereo not given)
 : i	16	-0.2
> Cc1cccc(NC(=O)c2ccc(COc3ccc(Cl)cc3Cl)o2)n1
 : i	31	-1.0
> CCn1ncc(Br)c1C(=O)Nc1ccccc1OC
 : i	7	-0.2
> Cc1ccc(NC(=O)N2CCC(NC(=O)c3ccccc3C)CC2)cc1
 : i	5	-1.2
> Cc1cccc(N2CCN(C(=O)c3cc(S(=O)(=O)N(C)C)ccc3N3CCCC3)CC2)c1C
 : i	19	-1.2
> CC(C)(C)N1CC(C(=O)Nc2ccc(C#N)cc2)CC1=O (stereo not given)
 : i	15	-0.9
> Cc1nnc(N2CCN(Cc3ccccc3)CC2)[nH]c1=O
 : i	21	0.8
> CC(O)Cn1c(N2CCCC2)nc2c1c(=O)[nH]c(=O)n2C (stereo not given)
 : i	5	-4.0
> O=C1/C(=C\c2ccco2)SC(=S)N1c1ccccc1
 : i	7	-1.3
> COc1ccc(C2=NOC(C(=O)Nc3ccc4c(c3)OCCO4)C2)c(OC)c1 (stereo not given)
 : i	1	0.9
> CC1(C)Cc2nc3sc4c(NCCO)ncnc4c3cc2CS1
 : i	15	0.0
> CC(C)c1nc2ccccn2c1NC1CCCCC1
 : i	6	-1.7
> O=C(CN1C(=O)c2ccccc2C1=O)NCCc1c[nH]c2ccc(Cl)cc12
 : i	9	-0.3
> O=C(NC1CCN(C(=O)NC2CCCCC2)CC1)c1cccc(F)c1
 : i	14	0.4
> CN(C)S(=O)(=O)Nc1cc(Cl)cc(Cl)c1
 : i	11	-0.5
> CCN(CC)S(=O)(=O)c1ccc(N2CCCC2)c(NC(=O)c2ccc(OC)cc2OC)c1
 : i	21	0.4
> Cn1c(SCC2CCCCC2)nnc1-c1ccncc1
 : i	5	-0.7
> O=C(Oc1cccnc1)c1cc2ccccc2oc1=O
 : i	31	-1.6
> Nc1cc2nsnc2cc1Br
 : i	37	0.6
> CC1(C)Cc2c(sc(NC(=O)COc3ccc(Cl)cc3Cl)c2C(N)=O)C(C)(C)N1
 : i	10	2.3
> O=C(C1=NN[C@@H]2C(=O)N(Cc3ccccc3)C(=O)[C@H]12)c1ccc([N+](=O)[O-])cc1
 : i	18	-0.1
> O=C(CSc1nc(O)cc(=O)n1-c1ccccc1)NCc1ccccc1
 : i	-1	-0.6
> Cc1ccc(N2C(=O)c3ccccc3C2=O)nc1
 : i	-1	-0.5
> CCOc1ccc(-n2c(SCc3ccc([N+](=O)[O-])cc3)nnc2-c2ccc(OC)cc2)cc1
 : i	23	-0.1
> Cn1c(=O)c2c(ncn2CC(=O)Nc2nc(-c3ccccc3Cl)cs2)n(C)c1=O
 : i	10	-3.2
> CC(C)c1ccccc1OCC(O)CN1CCN(S(=O)(=O)c2ccc([N+](=O)[O-])cc2)CC1 (stereo not given)
 : i	9	-3.8
> COc1ccc(CSc2nnnn2Cc2ccccc2)cc1OC
 : i	16	-0.4
> CS(=O)(=O)N1CCN(c2ccccc2NC(=O)Cc2ccc(Cl)cc2)CC1
 : i	9	-0.9
> CCOC(=O)CNC(=O)C12CC3CC(CC(C3)C1)C2
 : i	-1	0.5
> Cc1ccc(S(=O)(=O)Nc2csc(C)c2C(=O)O)cc1
 : i	-3	0.0
> COc1cccc(C(=O)C2=NN(C(C)=O)CC2c2ccco2)c1 (stereo not given)
 : i	19	-1.2
> O=C(CCCc1c[nH]c2ccccc12)N1CCCCCC1
 : i	17	1.5
> CCOC(=O)c1cnc(-n2nc(C)cc2C)nc1NNc1cc(-c2ccccc2)nc(C)n1
 : i	5	-1.7
> COc1ccc(S(=O)(=O)N2CCN(C(=O)C3COc4ccccc4O3)CC2)cc1 (stereo not given)
 : nt	5	0.6
> NC(=O)CN(c1ccc(Oc2ccccc2)cc1)S(=O)(=O)c1ccccc1
 : i	11	-2.8
> O=C1C2C3CC(C2C(=O)N1c1cccc(Cl)c1)[C@H](O)C3O (stereo not given in full)
 : i	3	-1.3
> Cc1ccc(S(=O)(=O)n2cnc3ccccc32)c(C)c1
 : i	10	4.4
> CCOc1ccc2nc(NC(=O)/C=C/c3ccc4c(c3)OCO4)sc2c1
 : i	-2	-0.9
> COc1ccc(N/C=C(\C#N)c2ccc(OCCCF)cc2)cc1
 : i	26	-1.0
> COc1ccc(C2CC(c3ccc(Cl)c(Cl)c3)Nc3nc(N)nn32)cc1 (stereo not given)
 : i	12	-1.3
> CCOC(=O)N(Cc1ccccc1)Cc1ccc(C(=O)N[C@@H](Cc2ccccc2)C(=O)O)cc1
 : i	11	0.1
> O=[N+]([O-])c1cccc2c(N3CCOCC3)ccnc12
 : i	18	0.5
> CSc1ncccc1C(=O)N1CCN(C(=O)c2ccccc2)CC1
 : i	-9	-0.4
> Cc1ccc(N2C(=O)NC(NC(=O)C3CC3)(C(F)(F)F)C2=O)cc1 (stereo not given)
 : i	17	0.0
